Source: PubChem BioAssay
AI-2 QS mod = Vibrio harveyi AI-2 quorum sensing modulation | 300,000 compounds, 0.4% hits | AID 2094 | Vibrio harveyi JMH597 AI-2 luminescence/OD600 ratio, 9 h; hits give low values; strain lacks LuxN and CqsS sensors; 0 = neutral-control median | activity change, % at 7.5 µM; in the data active = activity change below about -75%, passing the limit was not always enough; inconclusive = no clear call, values can overlap the other calls;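 note: luminescence divided by OD600 gain over 9 h not by final OD600 alone; inactives centre near 13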
HSF1 activator = increases HSF-1 driven luciferase reporter signal. 300,000 compounds, 1.7% hits. NIH3T3-HGL HSF-1 luciferase reporter, MG132, 8 h; 100% = twice DMSO control signal. activation, % at 9 µM;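 active = mean replicate activation of at least 50% with a set share of replicates each reaching 50%; inconclusive = only one of those two conditions met; inactive = mean below 50% and too few replicates reaching it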;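 note: 0% = median of the neutral control wells and 100% = twice that signal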
aSyn UTR inh = MLPCN primary screen, SNCA 5' untranslated region; alpha-synuclein 5'UTR reporter, inhibitor activity; inhibition, % (tested at 7.5 µM); 300,000 compounds, 0.82% hits; AID 1813; in the data active = inhibition above about 60%; inconclusive = no clear call, values can overlap the other calls;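 note: H4 neuroglioblastoma cells stably carrying SNCA 5'UTR luciferase fusion; 0% = DMSO wells and 100% = positive control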
HSP90 refold inh = inhibitors of HSP90 luciferase refolding in rabbit reticulocyte lysate; luciferase refolding luminescence, 3 h; inhibition, % at 5.6 µM; 290,000 compounds, 0.91% hits;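 active = inhibition above the screen-wide mean plus 3 SD, computed separately per campaign, cut at about 16% in these data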;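 note: 0% = DMSO wells and 100% = 60 µM geldanamycin wells; inhibitors lower the luminescence because luciferase stays unfolded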
PolyA inh = blocks polyadenylation in yeast reporter cells; S. cerevisiae SKY197-pL101 polyadenylation reporter, beta-gal luminescence; efflux-impaired pdr1/pdr3 knockout yeast; score 100 = 6 SD above DMSO; calls only at 12 µM; 300,000 compounds, 0.02% hits; AID 1875;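 active = lowest replicate activity score at least 50, where 100 means six control SD above control mean; inconclusive = lowest score under 50 but half or more replicates reach 50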;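 note: yeast exposed to compound for 9 h at 30 °C; higher score means more reporter readthrough which indicates perturbed polyadenylation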
KLF5 inhibitor = kruppel-like factor 5 inhibition; DLD-1 KLF5 promoter-luciferase reporter, luminescence; AID 1700; inhibition, % at 5 µM; 290,000 compounds, 0.23% hits;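 active = inhibition above a per-plate limit of that plate's mean compound inhibition plus 3 SD, cut at about 60% in these data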;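 note: 0% = DMSO wells and 100% = LY294002 at 200 µM; higher means less KLF5 promoter-driven luciferase light; inactives centre near -14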
HSF1 inhib = HSF1 inhibition; NIH3T3-HGL HSE-luciferase, MG132-induced, luminescence 8 h; hits give low values; activity change, negative = inhibition, % at 7.5 µM (by protocol); 300,000 compounds, 0.77% hits;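 active = more than half of replicate wells show activity change below -50%, luminescence cut by over half; inconclusive = some wells, but at most half, below -50%; inactive = no replicate well below -50%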;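 note: luciferase reports HSF-1 transcriptional activity via heat shock element; 0% = median of DMSO wells and -100% = zero luminescence signal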
IEC-6 cytotox = kills IEC-6 intestinal cells in KLF5 counter-screen; IEC-6 cytotoxicity, luminescence viability; inhibition, % at 5 µM; 290,000 compounds, 0.78% hits; in the data active = inhibition above about 22%;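 note: 0% = plate median of test compound wells and 100% = cytotoxic reference compound wells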
GSK3 alpha inh = inhibitors of human GSK-3 alpha kinase | P49840 | ADP-Glo luminescence, 60 min | inhibition, % at 10 µM | 320,000 compounds, 0.1% hits | AID 2650;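 in the data active = inhibition above about 50%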;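 note: GST-tagged GSK-3 alpha with peptide substrate and 25 µM ATP; 0% = DMSO neutral wells and 100% = GW8510 positive control wells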
Target sequence (P49840 whole entry, looked up): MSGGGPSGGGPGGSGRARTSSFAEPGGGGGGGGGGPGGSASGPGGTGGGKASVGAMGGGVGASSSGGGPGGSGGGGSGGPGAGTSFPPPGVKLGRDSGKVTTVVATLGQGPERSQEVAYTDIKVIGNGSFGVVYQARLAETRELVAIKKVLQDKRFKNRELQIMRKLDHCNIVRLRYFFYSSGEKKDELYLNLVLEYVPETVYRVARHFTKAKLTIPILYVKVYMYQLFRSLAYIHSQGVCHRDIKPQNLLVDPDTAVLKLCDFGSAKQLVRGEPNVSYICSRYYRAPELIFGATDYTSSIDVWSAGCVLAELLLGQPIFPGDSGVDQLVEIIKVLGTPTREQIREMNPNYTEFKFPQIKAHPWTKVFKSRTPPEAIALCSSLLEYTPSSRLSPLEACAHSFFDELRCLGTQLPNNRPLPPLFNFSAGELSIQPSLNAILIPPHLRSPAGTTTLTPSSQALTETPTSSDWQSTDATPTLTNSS
GSK3beta inhib = blocks human GSK3beta kinase activity. GST-GSK3beta kinase, ADP-Glo luminescence, 60 min; hits give low values. activity score (negative = inhibition), % at 10 µM. 300,000 compounds, 0.038% hits. AID 2097;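 active = more than half of replicate wells score below -50%, meaning over 50% inhibition versus plate controls; inconclusive = some replicates but at most half score below -50%; inactive = no replicate scores below -50%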;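 note: 0% = median DMSO wells and -100% = median GW8510 positive control wells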
Target sequence (P49841 whole entry, looked up): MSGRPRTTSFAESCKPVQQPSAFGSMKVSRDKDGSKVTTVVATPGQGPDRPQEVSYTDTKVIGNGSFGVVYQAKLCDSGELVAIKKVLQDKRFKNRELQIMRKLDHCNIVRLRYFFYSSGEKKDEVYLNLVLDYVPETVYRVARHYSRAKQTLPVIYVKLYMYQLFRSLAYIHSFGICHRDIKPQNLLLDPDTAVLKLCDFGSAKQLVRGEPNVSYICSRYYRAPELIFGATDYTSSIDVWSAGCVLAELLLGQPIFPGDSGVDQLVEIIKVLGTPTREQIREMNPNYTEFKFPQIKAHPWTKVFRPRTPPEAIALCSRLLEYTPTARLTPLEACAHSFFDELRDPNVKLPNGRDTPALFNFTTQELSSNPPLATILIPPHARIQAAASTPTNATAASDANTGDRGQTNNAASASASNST
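Test system: GST-tagged human GSK3beta kinase, cell-free; evaluation: activity score scaled between in-plate DMSO and GW8510 controls; measured by: ADP-Glo luminescence; incubation: 60 min reaction, RT; benchmarks: DMSO and 20 µM GW8510; reagent: peptide substrate plus 25 µM ATP (final); medium: Tris/MgCl2 kinase buffer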
* marks the source's active call; other numbers are inactive results; i = inactive; ? = inconclusive; / = not tested or not shown. Only part of the results is shown (hit frequency here may not be typical).

Sequence of screens: AI-2 QS mod	HSF1 activator	aSyn UTR inh	HSP90 refold inh	PolyA inh	KLF5 inhibitor	HSF1 inhib	IEC-6 cytotox	GSK3 alpha inh	GSK3beta inhib
CCOc1ccc(Br)cc1/C=N/O
    15	3	-17	0	i	-23	2	0	-5	-3
O=C(N/N=C/c1sc(=O)[nH]c1-[n+]1ccccc1)c1ccccc1[O-]
    13	-10	13	2	i	-7	-2	5	1	-2
Cc1noc(C)c1COC(=O)c1cccc(S(=O)(=O)N2CCCCCC2)c1
    /	/	/	2	/	13	/	2	-1	/
CCOc1cc(NC(=S)NCCCN2CCOCC2)c(OCC)cc1NC(=O)c1ccc(OC)cc1
    3	9	29	-2	i	-14	2	2	0	0
CCNC(=S)NNC(=O)c1cccnc1
    13	0	10	1	i	-25	-8	-8	1	0
CCCN1Cc2cccc(C(=O)N3CCN(c4ccccc4)CC3)c2C1=O
    12	-6	0	0	i	-19	1	1	0	-2
Cc1sc(N)nc1C12CC3CC(CC(C3)C1)C2
    /	2	24	1	i	6	-5	0	/	/
Nc1ccc(C2(c3ccc(N)cc3)c3ccccc3C(=O)c3ccccc32)cc1
    258	18	-16	/	i	/	7	/	-3	0
NC(=O)C1CCN(C(=O)c2cc(S(=O)(=O)N3CCOCC3)ccc2Cl)CC1
    11	2	-13	0	i	-24	-1	-3	-1	-5
Cc1csc2ncnc(N3CCN(C(=O)Nc4ccc(OC(F)(F)F)cc4)CC3)c12
    7	-23	-12	3	i	-9	-8	-1	0	-7
O=C(COC(=O)Cc1cccs1)Nc1ccccc1
    0	4	13	-1	i	-20	-8	-1	1	2
OC(COC1CCCCC1)CN1CCN(c2ccccc2)CC1 (stereo unspecified)
    36	/	0	-2	/	-26	/	-5	-4	-1
Cn1cc([N+](=O)[O-])c(C(=O)Nc2cc(Oc3ccccc3)cc([N+](=O)[O-])c2)n1
    -5	49	12	7	i	-10	12	23*	-5	-4
O=C(CCc1ccccc1)NCC1(c2ccccc2)CCCC1
    0	20	14	1	i	-4	-2	0	5	0
COc1ccccc1NC(=O)C(=O)NNS(=O)(=O)c1ccc2ccccc2c1
    16	-1	-9	0	i	-38	2	3	-6	-1
CCOC(=O)N1CCN(C(=O)c2ccc3c(c2)sc2nc(-c4ccccc4)cn23)CC1
    39	-31	-109	-1	i	-68	-18	11	-1	1
NS(=O)(=O)c1cnccc1Nc1ccc(Cl)c(Cl)c1
    17	10	-5	0	i	-10	4	-4	-2	-6
Cn1nc(-c2ccccc2)c2nc3ccccc3nc21
    15	/	11	-3	/	8	/	7	7	1
COc1ccc(C2N(C(=O)N(C)C)CCN2S(=O)(=O)c2ccc(OC)cc2)cc1 (stereo unspecified)
    26	-15	7	2	i	4	-4	4	-3	1
COc1ccc(CC(=O)N2CCN=C2SC)cc1OC
    36	-5	-5	-2	i	-20	0	1	/	-1
CCOc1ccc(Br)cc1S(=O)(=O)N1CCSC1
    4	-14	-3	2	i	-18	-6	7	2	1
COc1ccc(NC(=O)C(NC(C)=O)C(=O)NCc2ccccc2Cl)cc1 (stereo unspecified)
    12	-8	33	0	i	-34	-12	-1	-2	1
CCOC(=O)C1CCN(C(=S)NC2CC3C=CC2C3)CC1 (stereo unspecified)
    11	27	6	-1	i	-16	28	-2	-2	-2
COc1cc(Cn2c(-c3nonc3N)nc3ccccc32)ccc1C
    -8	-9	96*	2	i	1	-5	10	-1	-2
O=[N+]([O-])c1cc(-c2nc3nc4ccccc4nc3n2CCc2ccccc2)cc([N+](=O)[O-])c1
    -8	-2	6	-2	i	11	-1	-4	-1	2
O=C(COC(=O)/C=C/c1ccc([N+](=O)[O-])cc1)NCC1CCCO1 (stereo unspecified)
    29	6	-16	-1	i	1	1	1	-10	3
COc1cccc(N2C(=NC(=O)c3ccccc3)SC3CS(=O)(=O)CC32)c1 (stereo unspecified)
    13	2	12	-1	i	-12	1	-2	-3	-2
CNC(=O)CSc1nnc(-c2cccs2)o1
    21	8	-4	-2	i	-28	-2	-1	-4	-3
Cc1cnc(C)c(N2CCC(C(=O)NC(C)c3cccs3)CC2)n1 (stereo unspecified)
    7	-6	-10	1	i	-21	-2	8	2	3
COc1cc(NC(=O)COc2ccccc2[N+](=O)[O-])ccc1NC(=O)c1ccco1
    28	-3	-23	-4	i	-108	6	1	-1	1
COc1ccc(NC(=O)C2CC(=O)N(c3cc(C)ccc3C)C2)cc1 (stereo unspecified)
    37	-40	3	0	i	-21	-22	-2	-3	-1
CCCCN(C)/C=N/c1c(C#N)cnn1-c1ccc(C)cc1
    24	9	23	2	i	-19	3	4	-1	2
CCOc1ccc2nc(NC(=O)CN3CCC(n4nnc5cc(F)ccc54)CC3)sc2c1
    49	4	-22	-3	i	-8	2	-7	-1	-1
COC(=O)C(C)Sc1nc2c(c(=O)[nH]c(=O)n2C)n1CCC(C)C (stereo unspecified)
    39	-19	14	2	i	11	2	2	-1	0
Cc1ccc(S(=O)(=O)N=Nc2c(O)[nH]c3ccccc23)cc1
    25	-9	-26	3	i	-16	-2	5	-2	-2
O=C(Nc1ccc(F)cc1)Nc1nnc(-c2ccco2)s1
    -6	8	-100	-4	i	-38	-2	1	-2	-2
O=C(CCc1ccccc1)NNC(=S)NCc1ccc(Cl)cc1
    6	18	-4	1	i	-9	-7	2	-1	-5
CC(Oc1ccccc1)C(=O)Nc1nnc(C2CCCCC2)s1 (stereo unspecified)
    2	?	-52	-3	i	-71	33	-7	4	2
CCn1cc(C(=O)N2CC=C(c3ccccc3)CC2)c(=O)c2ccc(C)nc21
    7	6	8	-1	i	-5	-4	-3	/	6
CCN(Cc1ccccc1)S(=O)(=O)c1ccc(C(=O)Nc2nnc(-c3ccccc3OC)o2)cc1
    -11	-13	67*	-2	i	-3	-10	-5	1	-1
O=C(CCCCCCCCN1C(=O)c2ccccc2C1=O)N1CCOCC1
    7	11	1	9	i	2	-6	-3	-1	-1
Oc1ccccc1-c1nnc(-c2ccc(C(F)(F)F)cc2)o1
    25	-71	-126	-2	i	-17	-63*	2	3	-7
O=C(CN1CCN(c2ccc([N+](=O)[O-])cc2)CC1)Nc1ccccn1
    10	-8	15	-2	i	-25	0	-6	-1	0
O=C(COc1ccccc1-c1ccccc1)N/N=C/c1ccccn1
    8	18	-2	2	i	-5	-2	1	-2	-2
O=S(=O)(NCc1ccccc1)c1ccc(F)cc1Br
    10	-3	-8	/	i	/	6	/	-5	2
COCCNC(=O)NC(=O)CSc1nc(C)c(C)c(C)n1
    17	-10	-15	-1	i	-22	4	-3	4	2
COc1ccc(Cc2nc(-c3ccc(Br)cc3)no2)cc1
    -76*	/	/	3	/	-15	/	7	/	/
COc1ccccc1C(=O)NC(=O)COC(=O)/C(=C/c1ccccc1)NC(C)=O
    26	7	-13	-1	i	-15	3	-3	-2	-1
CCn1c(CSc2nc3ccccc3s2)nnc1SCC(N)=O
    12	-7	16	2	i	0	5	2	-5	-2
Cc1oc2c(cc(NS(=O)(=O)c3ccc4c5c(cccc35)C(=O)N4)c3ccccc32)c1C(=O)OC(C)C
    44	/	-69	-1	/	-32	/	0	-1	1
O=C(Cn1ccc2ccccc2c1=O)NCC(=O)N1CCN(c2ccc(F)cc2)CC1
    32	19	23	-2	i	13	2	0	0	-2
Cc1cccc(C)c1N(CC(=O)NCc1ccco1)C(=O)CNS(=O)(=O)c1ccc(F)cc1
    -1	5	4	4	i	-10	2	1	2	-3
CS(=O)(=O)NCCSCc1ccccc1
    13	-12	5	0	i	-5	-5	2	9	2
O=C(Cn1cncn1)c1ccccc1
    26	-1	-7	-1	i	7	-7	0	-2	2
CN(C)c1ccc(CNc2ncnc3sccc23)cc1
    -60	5	-7	6	i	-7	5	8	1	-1
COCCn1c(-c2ccccc2F)n[nH]c1=S
    11	8	-4	8	i	-29	2	3	0	-2
Cn1c(SCC(=O)NCC2CCCO2)ncc(C(=O)Nc2ccccc2)c1=O (stereo unspecified)
    9	?	-35	/	i	/	58	/	2	-3
COc1ccc(OC)c(N/C=C/C(=O)c2ccc(OC)c(OC)c2)c1
    /	33	18	4	i	-20	4	7	-3	/
CCCOc1ccc(C(=O)CCC(=O)OCC(=O)N(C)c2c(N)n(Cc3ccccc3)c(=O)[nH]c2=O)cc1
    31	-1	5	-4	i	-25	-4	-5	-1	10
N#Cc1cncc(C#Cc2ccccc2)c1
    16	-7	-24	-1	i	-79	2	2	-1	-3

(next part)
Sequence of screens: AI-2 QS mod	HSF1 activator	aSyn UTR inh	HSP90 refold inh	PolyA inh	KLF5 inhibitor	HSF1 inhib	IEC-6 cytotox	GSK3 alpha inh	GSK3beta inhib
O=C(O)c1ccccc1-c1ccccc1C(=O)Nc1ccc(F)cc1
    12	3	14	-1	i	-54	-2	1	0	3
Cc1ccnc(SCC(=O)N2CCc3ccccc32)n1
    35	12	-87	0	i	-96	19	-2	-2	3
COc1ccccc1NS(=O)(=O)c1cc(NC(=O)Cn2cnc3c2c(=O)n(C)c(=O)n3C)ccc1C
    16	-5	4	2	i	-14	-7	9	3	-2
CCSc1n[nH]c(=S)s1
    10	4	-89	0	i	-25	-2	-7	-2	1
COc1ccc(S(=O)(=O)Nc2ccc(O)c3ccccc23)cc1
    20	2	-68	2	i	-9	9	16	3	-2
Clc1ccc(C2=NOC(c3nnc(-c4ccccc4)o3)C2)cc1 (stereo unspecified)
    -2	-17	6	/	i	/	-8	/	2	-3
CCOC(=O)c1cc(NC(=O)N(CC)CC)c(C)nc1C
    15	9	3	1	i	-21	-5	6	-4	1
CCOC(=O)c1csc(NC(=O)C2=COCCO2)n1
    14	22	-87	2	i	-147	15	-1	-1	2
CSc1nc(N)c2c3c(sc2n1)CN(C)CC3
    4	7	-6	-1	i	-24	1	-6	30	-14
CCOC(=O)c1cc(C)sc1NC(=O)CCC(=O)O
    /	/	/	2	/	6	/	-3	-2	/
CCOP(=O)(OCC)C(NC(=O)Nc1ccc(C)cc1)C(N)=O (stereo unspecified)
    10	-2	8	0	i	-8	0	-4	6	-1
COc1ccc2nc(SCC(=O)C(C)(C)C)[nH]c2c1
    17	39	-134	-4	i	-100	26	4	-4	-1
COc1ccc(S(=O)(=O)N2CCC(C(=O)NCc3ccco3)CC2)cc1
    29	-5	2	2	i	-16	-3	-1	1	0
O=C(CSCc1ccccc1Cl)Nc1ccc2c(c1)OCCO2
    18	-10	-152	1	/	-105	1	3	6	-1
Cc1sc2ncnc(OCc3nnc(-c4cccs4)o3)c2c1C
    -9	/	/	1	/	-7	/	5	-1	2
Cc1ccc(S(=O)(=O)Nc2ccc(NC(=O)Nc3ccc(F)cc3F)cc2)cc1
    -9	-7	78*	-1	i	-2	3	1	-1	0
